HTT aggregate = mutant huntingtin aggregation inhibition; PC12 HttQ103-GFP aggregates, Acumen cytometry, 40 h; Potency, µM (doses to about 46.1 µM), for inactives: at the top dose activity change, negative = inhibition, actives largely listed as inhibitors; 220,000 compounds, 1.1% hits; AID 1688; also: % is scaled to controls: 0 for no effect and ±100 for the full control effect; nearly all actives have a fitted effect of over 60% in size
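Inducible Q103 Huntingtin exon 1–GFP PC12 line, 1500 cells/well in phenol red free DMEM with 5% equine and 5% calf serum. Tebufenozide 100 nM induced expression; compounds titrated; aggregates quantified by cytometry.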
JMJD2E inh = JMJD2E (human) inhibition. B2RXH2. JMJD2E catalytic domain, FDH-coupled NADH fluorescence (FDH is formaldehyde dehydrogenase). Potency, µM (top dose mostly 57.1 µM), without a hit: top-dose activity change, negative = inhibition, usual class: inhibitors. 230,000 compounds, 1.6% hits. AID 2147; active = well fitted inhibition curve with a large enough effect, not every such curve was filed as active; inconclusive = small, poorly fitted or top-dose-only effect, or another doubt; inactive = no such curve, though single readings can be large or run the other way;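 also: 0% = wells with enzyme and -100% = buffer wells without enzyme; nearly all actives have a fitted effect of over 50% in size; many of its hits are not listed in these tables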
Target sequence (B2RXH2 1-337 limits assumed): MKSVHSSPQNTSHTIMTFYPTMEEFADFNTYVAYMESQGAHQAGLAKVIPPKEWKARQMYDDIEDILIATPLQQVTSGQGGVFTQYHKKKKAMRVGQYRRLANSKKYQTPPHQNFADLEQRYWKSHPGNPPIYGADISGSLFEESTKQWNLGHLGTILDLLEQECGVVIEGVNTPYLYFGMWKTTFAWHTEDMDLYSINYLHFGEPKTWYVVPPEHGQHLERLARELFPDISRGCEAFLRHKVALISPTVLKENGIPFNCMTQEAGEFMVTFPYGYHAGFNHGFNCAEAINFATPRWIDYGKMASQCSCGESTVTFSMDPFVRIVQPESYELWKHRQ
ALDH1A1 block = ALDH1A1 (human) enzyme inhibition; P00352; Potency, µM (series often up to 75.3 µM), inactives show top-dose activity, negative = inhibition, hits mostly inhibitors; 220,000 compounds, 7.3% hits; Purified ALDH1A1, NADH fluorescence, propionaldehyde substrate; active = well fitted inhibition curve with a large enough effect, not every such curve was filed as active; inconclusive = small, poorly fitted or top-dose-only effect, or another doubt; inactive = no such curve, though single readings can be large or run the other way;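 also: plate controls were no enzyme wells and a reference inhibitor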
Target sequence (P00352 whole entry, looked up): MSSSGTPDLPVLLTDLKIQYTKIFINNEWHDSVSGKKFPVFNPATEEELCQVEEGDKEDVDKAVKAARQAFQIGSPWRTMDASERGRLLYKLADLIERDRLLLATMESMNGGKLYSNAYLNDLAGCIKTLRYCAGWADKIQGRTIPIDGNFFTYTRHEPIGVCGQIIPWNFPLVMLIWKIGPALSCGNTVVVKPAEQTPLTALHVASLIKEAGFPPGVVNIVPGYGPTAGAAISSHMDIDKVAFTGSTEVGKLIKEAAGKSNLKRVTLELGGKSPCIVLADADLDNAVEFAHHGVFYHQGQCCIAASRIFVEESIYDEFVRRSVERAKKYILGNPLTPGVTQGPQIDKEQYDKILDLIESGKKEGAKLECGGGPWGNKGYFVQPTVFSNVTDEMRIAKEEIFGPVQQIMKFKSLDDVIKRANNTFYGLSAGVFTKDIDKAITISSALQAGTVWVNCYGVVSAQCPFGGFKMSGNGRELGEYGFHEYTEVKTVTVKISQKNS
Tau FP inhib = blocks human tau fibril formation measured by polarization; P10636; K18 P301L tau heparin fibrillization, Alexa594 FP, 6 h; Potency, µM (series often up to 57.7 µM), for inactives: at the top dose activity, negative = inhibition, hits mostly inhibitors; 280,000 compounds, 0.39% hits; also: % is scaled to controls: 0 for no effect and ±100 for the full control effect; nearly all actives have a fitted effect of over 55% in size
Target sequence (P10636 561-689 P618L limits assumed): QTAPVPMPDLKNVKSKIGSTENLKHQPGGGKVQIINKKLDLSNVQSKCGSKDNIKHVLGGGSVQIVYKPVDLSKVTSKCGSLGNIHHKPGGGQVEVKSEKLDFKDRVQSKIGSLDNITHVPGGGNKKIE
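Steps: dispense K18 P301L tau (15 uM plus 0.24 uM Alexa 594 tracer, final) in pH 7 sodium acetate; add compound; add heparin (20 uM final); incubate 6 hr, 37 C; add ThT (30 uM final); after 1 hr ambient, read FP.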
Tau fibril ThT = tau fibrillization inhibition (ThT binding) | 270,000 compounds, 2.1% hits | recombinant tau K18 P301L, heparin-induced fibrillization, ThT fluorescence | Potency, µM (top dose mostly 57.4 µM), inactives show top-dose activity, negative = inhibition, most hits filed as inhibitors; also: % is scaled to controls: 0 for no effect and ±100 for the full control effect; nearly all actives have a fitted effect of over 55% in size
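Tau K18 P301L fragment (15 uM unlabeled plus 0.24 uM Alexa 594-labeled) in 100 mM sodium acetate pH 7 with compound, fibrillization induced by 20 uM heparin for 6 hr at 37 C. Thioflavin T (30 uM) added, fluorescence read after 1 hr (ex 450, em 510 nm).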
SMN2 splice enh = increases expression of the SMN2 splice variant; 210,000 compounds, 2.8% hits; HEK293 SMN2-luciferase splicing reporter, luminescence, 30-36 h; Potency, µM (highest dose often 46.1 µM), without a hit: at the top dose activity change, positive = activation, most hits filed as activators; also: % of control where 0% means no effect; nearly all actives have a fitted effect of over 55% in size
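HEK293 cells carry an SMN2 minigene-luciferase reporter in which exon 7 inclusion puts luciferase in frame. Cells were seeded at 2000 cells/well, attached for 10-12 hours, then exposed to compounds for 30-36 hours at 37C before ONE-Glo luminescence.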
Tau fluor cs = counter-screen for tau fibril formation inhibitors | tau K18 P301L Alexa594 fluorescence, heparin fibrillization | Potency, µM (top dose mostly 57.7 µM), for inactives: at the highest dose activity change, negative = decrease | 280,000 compounds, 0.93% hits; also: % is scaled to controls: 0 for no effect and ±100 for the full control effect; nearly all actives have a fitted effect of over 55% in size
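Human tau K18 P301L (15 uM unlabeled, 0.24 uM Alexa 594-labeled) in 100 mM sodium acetate pH 7 with 20 uM heparin, 6 hr at 37 C. ThT 30 uM added, 1 hr ambient; Alexa 594 FP and total fluorescence read at 555/632 nm.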
HTT cytoprotect = Huntington cell model cytoprotection by ATP luminescence | PC12 HTT-Q103 induced, cytoprotection, ATP luminescence, 40 h | Potency, µM (highest dose often 56.4 µM), for inactives: cytoprotection (ATP increase), most hits filed as activators | 230,000 compounds, 0.14% hits;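 also: % of control where 0% means no effect; nearly all actives have a fitted effect of over 45% in size; toxic huntingtin expression switched on by the ecdysone agonist tebufenozide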
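Quantitative HTS on tebufenozide-induced (100 nM) PC12 cells expressing HTTQ103 exon 1–GFP; compounds tested as a concentration series; survival measured via cellular ATP.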
Active calls of the source: *; [ ] = remark or other dose. Unless noted, calls follow the shape of the dose curve; as a rule, active = well fitted curve in the direction sought with a large enough effect; inconclusive = small, poorly fitted or top-dose-only effect, or another doubt; inactive = no such curve, though single readings can be large; an effect the other way counts as inactive or inconclusive. Potency is read from the fitted curve at half-maximal effect. These rows are one share of the data. The share of hits here may be higher or lower than overall.

Screening O=C(OC(C(=O)NCC1CCCO1)c1ccc(F)cc1)c1ccco1 (stereo unspecified) returned HTT aggregate inconclusive, JMJD2E inh 10%, ALDH1A1 block -5%, Tau FP inhib 1%, Tau fibril ThT -8%, SMN2 splice enh 5%, Tau fluor cs -2% and HTT cytoprotect -3%[10 µM].
For COc1cc(OC)cc(C(=O)N[C@H](C(=O)NCCc2c[nH]c3ccccc23)C(C)C)c1 the results were HTT aggregate 3%, JMJD2E inh -3%, ALDH1A1 block 1%, Tau FP inhib 4%, Tau fibril ThT 5%, SMN2 splice enh 13%, Tau fluor cs -10% and HTT cytoprotect -54%.
COc1ccc(NC(=O)c2cc(CN3C(=O)c4ccccc4C3=O)ccc2OC)cn1 was read as HTT aggregate -3%, JMJD2E inh inconclusive, ALDH1A1 block 3%, Tau FP inhib -1%, Tau fibril ThT -8%, SMN2 splice enh -12%, Tau fluor cs -9% and HTT cytoprotect -8%.
Screening CCOc1ccc(N=C(/C(C(=O)C(=O)N2CCOCC2)=C(/O)c2ccccc2)c2ccccc2)cc1 returned HTT aggregate -4%[9.22 µM], JMJD2E inh -18%, Tau FP inhib 4%, Tau fibril ThT -15%, Tau fluor cs 8% and HTT cytoprotect inconclusive.
CCOC(=O)C1=C(C)N(C)C(=O)NC1c1c(C)nn(-c2ccccc2)c1C (stereo unspecified) was read as HTT aggregate 25%[9.22 µM], JMJD2E inh 3%, ALDH1A1 block 17%, Tau FP inhib 12%, Tau fibril ThT -6%, SMN2 splice enh 5%, Tau fluor cs 2% and HTT cytoprotect -2%.
For Cc1cccc(C)c1-n1c(C)nn(-c2ncc(C(F)(F)F)cc2Cl)c1=O the results were HTT aggregate 7%, JMJD2E inh 14%, ALDH1A1 block 0%, Tau FP inhib 2%, Tau fibril ThT 3%, SMN2 splice enh 5%, Tau fluor cs -1% and HTT cytoprotect -26%.
For O=C(Nc1ccc2c(c1)OCO2)c1ccc(=O)[nH]n1 the results were HTT aggregate 7%[9.22 µM], JMJD2E inh -8%, Tau FP inhib 0%, Tau fibril ThT inconclusive, Tau fluor cs -20% and HTT cytoprotect -1%[10 µM].
`C=CCN(CC=C)S(=O)(=O)c1ccc(NC(=S)NC(=O)/C=C/c2ccccc2)cc1` gave HTT aggregate -7%, JMJD2E inh -1%, ALDH1A1 block inconclusive, Tau FP inhib -15%, Tau fibril ThT -8%, SMN2 splice enh -3%, Tau fluor cs -21% and HTT cytoprotect -9%.
CCOC(=O)C1CCN(C(=O)C2CCN(S(=O)(=O)c3cc(Cl)ccc3Cl)CC2)CC1 was read as HTT aggregate 12%, JMJD2E inh -1%, ALDH1A1 block 7%, Tau FP inhib 14%, Tau fibril ThT 3%, SMN2 splice enh -23%, Tau fluor cs 0% and HTT cytoprotect 2%[10 µM].
Screening COc1ccc2c(c1)-c1c(ssc1=S)C(C)(C)N2C(=O)CSC1=NCCS1 returned HTT aggregate 11µM*, JMJD2E inh 0%, ALDH1A1 block 15%, Tau FP inhib 15%, Tau fibril ThT inconclusive, SMN2 splice enh -25%, Tau fluor cs inconclusive and HTT cytoprotect 31%[10 µM].
Screening Cc1ccccc1Cn1nnc(-c2cccc(C(=O)O)c2)n1 returned HTT aggregate 16%, JMJD2E inh -1%, ALDH1A1 block -2%, Tau FP inhib 8%, Tau fibril ThT -1%, SMN2 splice enh 7.9µM*, Tau fluor cs 4% and HTT cytoprotect -25%[0.074 µM].
For CCCNC(=O)c1ccc(SCC(=O)N(CC)CC)c([N+](=O)[O-])c1 the results were HTT aggregate 2%, JMJD2E inh 4%, ALDH1A1 block -1%, Tau FP inhib 4%, Tau fibril ThT -1%, SMN2 splice enh -18%, Tau fluor cs -1% and HTT cytoprotect -15%.
`C=CCn1c(-c2csc(-c3ccc(Cl)cc3)n2)n[nH]c1=S` gave HTT aggregate 3%, JMJD2E inh -12%, ALDH1A1 block inconclusive, Tau FP inhib -6%, Tau fibril ThT inconclusive, SMN2 splice enh 3%, Tau fluor cs -13% and HTT cytoprotect -15%.
CCNC(=S)N(Cc1ccc(OC)cc1)C1CC(=O)N(c2ccc(OCC)cc2)C1=O (stereo unspecified) was read as HTT aggregate 27%, JMJD2E inh 1%, ALDH1A1 block -8%, Tau FP inhib -1%, Tau fibril ThT -1%, SMN2 splice enh 2%, Tau fluor cs -28% and HTT cytoprotect 2%[10 µM].
`CC(C)c1ccc(/C=C(\NC(=O)c2ccccc2)C(=O)NCCCN2CCOCC2)cc1` gave HTT aggregate -3%[9.22 µM], JMJD2E inh -6%, Tau FP inhib -8%, Tau fibril ThT 2%, Tau fluor cs -2% and HTT cytoprotect 14%[10 µM].
`CCc1c(C(=O)OC)nnc2cc(C)nn12` gave HTT aggregate 9%, JMJD2E inh -6%, ALDH1A1 block -1%, Tau FP inhib -6%, Tau fibril ThT -6%, SMN2 splice enh 1%, Tau fluor cs -1% and HTT cytoprotect 2%.
For Cc1cc(C)c(NC(=S)NC(NC(=O)c2ccccc2)C(Cl)(Cl)Cl)c(C)c1 (stereo unspecified) the results were HTT aggregate inconclusive, JMJD2E inh 3%, ALDH1A1 block 0%, Tau FP inhib inconclusive, Tau fibril ThT 3%, SMN2 splice enh -14%, Tau fluor cs -9% and HTT cytoprotect 3%[10 µM].
`CCN1C(=O)CS/C1=N\c1nccs1` gave HTT aggregate inconclusive, JMJD2E inh 7%, ALDH1A1 block 7%, Tau FP inhib inconclusive, Tau fibril ThT -7%, SMN2 splice enh 9%, Tau fluor cs 1% and HTT cytoprotect -12%.
`O=C(O)c1ccc(Cl)c(S(=O)(=O)N2CCCC2)c1` gave HTT aggregate -16%[9.22 µM], JMJD2E inh -2%, Tau FP inhib -8%, Tau fibril ThT 1%, Tau fluor cs 0% and HTT cytoprotect 4%[10 µM].
Screening COCCn1c(C)cc(C(=O)COc2ccc(C)nc2[N+](=O)[O-])c1C returned HTT aggregate 33%, JMJD2E inh -8%, ALDH1A1 block 10µM*, Tau FP inhib -1%, Tau fibril ThT inconclusive, SMN2 splice enh -41%[inhibitor], Tau fluor cs -8% and HTT cytoprotect -15%.
For Cc1ccsc1C1C(C(=O)O)c2ccccc2C(=O)N1C (stereo unspecified) the results were HTT aggregate inconclusive, JMJD2E inh 1%, ALDH1A1 block -2%, Tau FP inhib -8%, Tau fibril ThT -6%, SMN2 splice enh -1%, Tau fluor cs -8% and HTT cytoprotect 0%.
For Cc1ccc(-n2ncc3c(N4CCC5(CC4)OCCO5)ncnc32)c(C)c1 the results were HTT aggregate -14%, JMJD2E inh 10%, ALDH1A1 block 6%, Tau FP inhib 4%, Tau fibril ThT -7%, SMN2 splice enh -27%, Tau fluor cs -3% and HTT cytoprotect -19%.
CCCCN(CC)c1nc(N)c2c(N)nc(OCC)cc2c1C#N was read as HTT aggregate -26%, JMJD2E inh inconclusive, ALDH1A1 block inconclusive, Tau FP inhib 12%, Tau fibril ThT inconclusive, SMN2 splice enh -22%, Tau fluor cs 16µM*[quencher] and HTT cytoprotect -25%.
COCCn1c(SCC#N)nnc1-c1ccc2c(c1)OCO2 was read as HTT aggregate -5%, JMJD2E inh -3%, ALDH1A1 block inconclusive, Tau FP inhib 7%, Tau fibril ThT -9%, SMN2 splice enh 5%, Tau fluor cs -5% and HTT cytoprotect -7%[10 µM].

The last 2 records of the section before lead into the next.
CCCCN(CC)c1nc(N)c2c(N)nc(OCC)cc2c1C#N was read as HTT aggregate -26%, JMJD2E inh inconclusive, ALDH1A1 block inconclusive, Tau FP inhib 12%, Tau fibril ThT inconclusive, SMN2 splice enh -22%, Tau fluor cs 16µM*[quencher] and HTT cytoprotect -25%.
COCCn1c(SCC#N)nnc1-c1ccc2c(c1)OCO2 was read as HTT aggregate -5%, JMJD2E inh -3%, ALDH1A1 block inconclusive, Tau FP inhib 7%, Tau fibril ThT -9%, SMN2 splice enh 5%, Tau fluor cs -5% and HTT cytoprotect -7%[10 µM].
`COc1ccc(OC)c(NC(=O)c2cc3c(=O)n4ccccc4nc3n2C)c1` gave HTT aggregate 6%, JMJD2E inh 12%, ALDH1A1 block 11%, Tau FP inhib -6%, Tau fibril ThT -7%, SMN2 splice enh -15%, Tau fluor cs -9% and HTT cytoprotect -9%.
Cc1ccccc1NCC(=O)N/N=C\C=C\c1cccc([N+](=O)[O-])c1 was read as HTT aggregate 4%, JMJD2E inh inconclusive, ALDH1A1 block -8%, Tau FP inhib inconclusive, Tau fibril ThT inconclusive, SMN2 splice enh -14%, Tau fluor cs inconclusive and HTT cytoprotect 1%[10 µM].
Screening CC(=O)OC(Cn1ccnc1)c1ccccc1 (stereo unspecified) returned HTT aggregate 11%, JMJD2E inh 3%, ALDH1A1 block 6%, Tau FP inhib 9%, Tau fibril ThT 0%, SMN2 splice enh -3%, Tau fluor cs -2% and HTT cytoprotect 2%.
`Cc1onc(-c2ccccc2Cl)c1C(=O)Nc1ccccc1C(=O)NC(C)C` gave HTT aggregate -7%, JMJD2E inh -3%, ALDH1A1 block inconclusive, Tau FP inhib 0%, Tau fibril ThT -3%, SMN2 splice enh -21%, Tau fluor cs -9% and HTT cytoprotect -1%[0.074 µM].
Screening Cc1nnc(SCc2ccc(Cl)cc2)n1CC1CCCO1 (stereo unspecified) returned HTT aggregate -12%, JMJD2E inh 0%, ALDH1A1 block -11%, Tau FP inhib -7%, Tau fibril ThT -2%, SMN2 splice enh -12%, Tau fluor cs -3% and HTT cytoprotect -6%[10 µM].
Screening CCC1=C(C)CN(C(=O)NCCc2ccc(S(=O)(=O)NC(=O)NC3CCC(C)CC3)cc2)C1=O (stereo unspecified) returned HTT aggregate 18%, JMJD2E inh 4%[25.5 µM], ALDH1A1 block -2%, Tau FP inhib 5%, Tau fibril ThT -9%, SMN2 splice enh -6%[20.6 µM], Tau fluor cs -1% and HTT cytoprotect inconclusive.

Compound activity (PubChem)
